Screening results (PubChem)
S1P4 antagonist: human S1P4 receptor antagonism. O95977. inhibition, % at 4.98 µM. 220,000 tested, 0.26% active. S1P4-expressing cells, antagonist mode, reporter read-out; in the data active = inhibition above about 29%;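 also: 0% = wells stimulated with agonist and 100% = vehicle wells without agonist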
BaF3 parental: counter-screen for JAK2V617F inhibitors: parental Ba/F3 viability inhibitors | AID 1486 | 220,000 tested, 1.1% active | CellTiter-Glo ATP luminescence | inhibition, % at 5.6 µM;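 active = inhibition above a per-campaign cutoff, the mean inhibition of all tested compounds plus 3 SD, cut at about 27% in these data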;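 also: 0% = DMSO wells and 100% = JAK Inhibitor I control wells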
RBBP9 inh: inhibitors of human serine hydrolase RBBP9 | O75884 | recombinant RBBP9, FP-Rh probe fluorescence polarization | inhibition, % at 7.94 µM | 220,000 tested, 0.2% active;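 active = inhibition above the campaign mean of all tested compounds plus 3 SD, cut at about 14% in these data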;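 also: plate controls were DMSO wells with RBBP9 for no effect and wells lacking RBBP9 protein for full effect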
Target sequence (O75884 whole entry, looked up): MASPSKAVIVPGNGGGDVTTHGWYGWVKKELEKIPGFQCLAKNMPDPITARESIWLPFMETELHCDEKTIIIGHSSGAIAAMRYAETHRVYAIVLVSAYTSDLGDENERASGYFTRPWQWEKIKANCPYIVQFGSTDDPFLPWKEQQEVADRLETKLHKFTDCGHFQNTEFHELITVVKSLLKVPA
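Controls: DMSO-treated enzyme wells and wells lacking RBBP9 | Material: RBBP9 protein | Technique: Fluorescence polarization | Replication: Single well per compound, no replicates | Buffer or medium: Tris-NaCl-Pluronic buffer, pH 8.0 | Timing: 30 min compound preincubation, 45 min probe labeling, 25 °C | Read-out basis: Percent inhibition from mP, scaled between DMSO and no-protein wells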
S1P4 agonist: human S1P4 receptor agonism. O95977. S1P4-expressing cell line, agonist reporter assay. activation, % at 4.98 µM. 220,000 tested, 0.35% active. AID 1509; in the data active = activation above about 11%;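 also: 0% = DMSO vehicle and 100% = reference agonist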
NPY Y1 blocker: antagonists of human neuropeptide Y receptor Y1; HEK293-CNG Y1 cells, membrane potential fluorescence; NPY at EC95, then isoproterenol; inhibition, % at 3.6 µM; 200,000 tested, 1% active;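 active = inhibition above the campaign mean inhibition of all tested compounds plus 3 SD, cut at about 20% in these data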;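 also: 0% = DMSO wells given NPY plus isoproterenol and 100% = isoproterenol alone without NPY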
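Material: HEK293 cells co-expressing NPY Y1 receptor and cyclic-nucleotide gated channel. Timing: compound incubation 1 h at room temperature, readout 45 min post-stimulation. Signal: fluorescence, membrane potential probe.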
Runt-CBFb FRET: blocks binding of human RUNX1 Runt domain to CBFb; Cerulean-Runt/Venus-CBFb FRET ratio 530/480, 1 h; inhibition, % at 20 µM; 220,000 tested, 0.46% active; Q01196+Q13951;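 active = inhibition over about 50% at 20 µM in the single-dose screen, limit read from the data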;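 also: 0% = DMSO wells and 100% = excess unlabeled CBFb competitor control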
Target sequence (Q01196 whole entry, looked up, the tested form may be a part): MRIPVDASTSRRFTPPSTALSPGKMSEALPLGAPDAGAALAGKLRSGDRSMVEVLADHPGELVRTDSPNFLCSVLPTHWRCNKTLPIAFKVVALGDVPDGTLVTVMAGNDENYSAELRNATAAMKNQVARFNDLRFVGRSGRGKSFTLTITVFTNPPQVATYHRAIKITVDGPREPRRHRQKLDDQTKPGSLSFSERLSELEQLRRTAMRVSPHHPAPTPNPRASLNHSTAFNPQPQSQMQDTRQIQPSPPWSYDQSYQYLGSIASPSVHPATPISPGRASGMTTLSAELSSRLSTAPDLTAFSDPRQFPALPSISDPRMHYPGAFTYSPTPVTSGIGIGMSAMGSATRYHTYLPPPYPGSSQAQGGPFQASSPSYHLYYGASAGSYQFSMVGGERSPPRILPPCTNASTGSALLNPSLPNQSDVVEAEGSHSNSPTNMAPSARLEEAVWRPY
Target sequence (Q13951 whole entry, looked up, the tested form may be a part): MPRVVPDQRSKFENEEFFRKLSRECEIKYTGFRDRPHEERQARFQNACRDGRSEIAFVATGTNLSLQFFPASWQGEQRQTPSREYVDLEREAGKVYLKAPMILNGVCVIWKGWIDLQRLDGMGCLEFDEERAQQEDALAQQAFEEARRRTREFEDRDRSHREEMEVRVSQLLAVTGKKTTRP
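Doses: 20 µM compound in 1% DMSO | Material: Cerulean-labeled Runt domain protein | Amount: Each fluorescent fusion protein 100 nM | Schedule: Two 1 h room-temperature incubations shielded from light | Measured by: FRET fluorescence | Evaluation: Loss of energy transfer signal | Controls: Unlabeled CBFb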
NPY-Y1 PAM-ag: potentiators or agonists of human neuropeptide Y receptor Y1; P25929; AID 1304; NPY-Y1 expressing cells, potentiator/agonist activation; activation, % at 3.6 µM; 220,000 tested, 0.37% active; in the data active = activation above about 33%, passing the limit was not always enough;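 also: cells stimulated with NPY at EC10 then isoproterenol at EC100; 0% = low agonist plus stimulus and 100% = saturating agonist plus stimulus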
Ba/F3 V617F tox: lowers viability of Ba/F3 cells expressing EpoR and JAK2V617F; ATP luminescence; inhibition, % at 5.6 µM; 220,000 tested, 1.1% active; AID 1446;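 active = inhibition above the campaign mean plus 3 SD over all tested compounds, cut at about 24% in these data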;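 also: cytokine-independent growth of Ba/F3 cells driven by EpoR plus mutant JAK2; 0% = DMSO-treated cells and 100% = JAK inhibitor I control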
NPY2 pot ag: potentiators or agonists of human neuropeptide Y receptor Y2; 220,000 tested, 0.45% active; activation, % at 3.6 µM; cells expressing NPY-Y2, potentiator/agonist read-out; in the data active = activation above about 27%;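 also: cells stimulated with NPY near EC25 plus isoproterenol at EC100; 0% = vehicle plus submaximal agonist and 100% = vehicle plus saturating agonist; some results beyond the cut were filed as inactive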
Active calls of the source: *; / = not tested or not shown. Compounds as they come; overall some 3.6% were active at least once.

SMILES | S1P4 antagonist | BaF3 parental | RBBP9 inh | S1P4 agonist | NPY Y1 blocker | Runt-CBFb FRET | NPY-Y1 PAM-ag | Ba/F3 V617F tox | NPY2 pot ag
Cc1ccc(NC(=O)c2ccccn2)c(Br)c1 | -16 | -2 | 11 | -1.9 | 2 | -2 | 16 | -1 | 9
Cn1nccc1C(=O)Nn1cnnc1 | 1 | 2 | -1 | 0.6 | -1 | -2 | -9 | -3 | 4
CC1CCN(C(=O)c2ccc(S(=O)(=O)Cc3cccc(F)c3)c([N+](=O)[O-])c2)CC1 | -14 | 8 | -2 | 0.0 | 3 | 1 | -15 | 0 | 3
COc1ccc(N(CC(=O)NCc2cccnc2)S(=O)(=O)c2ccc(C)c([N+](=O)[O-])c2)cc1 | 11 | 9 | 3 | 0.8 | 2 | -2 | 13 | -1 | -8
CCOC(=O)N1CCN(C(=O)c2ccc(C)c(S(=O)(=O)Nc3ccccc3)c2)CC1 | -7 | 6 | 1 | -0.9 | 0 | 1 | 3 | 0 | 14
Cc1ccc2[nH]c(=O)c(NC(N)=S)nc2c1 | -19 | 0 | -10 | -0.1 | -3 | 6 | -3 | 1 | -10
CC(c1ccccc1)n1cc(C(=O)NCC2COc3ccccc3O2)nn1 (configuration not stated) | -14 | 4 | 1 | 2.7 | -2 | -2 | -6 | 2 | -12
Cc1ccc(C)c(Cn2cnc3c(nnn3-c3ccc(F)cc3)c2=O)c1 | -13 | 6 | 2 | 1.0 | 11 | -2 | 1 | -1 | 4
CCCCOc1ccc(C2(C(=O)O)CCCC2)cc1 | -7 | 0 | -1 | 1.0 | 11 | 0 | -27 | -2 | -23
Cc1ccc(/C=C2\SC(=S)N(C3CCS(=O)(=O)C3)C2=O)o1 (configuration not stated) | 13 | 7 | -4 | 0.1 | 0 | 7 | 25 | -5 | 2
Cc1ccc(/C=C/C(=O)c2ccccc2O)cc1 | 16 | 1 | 1 | -1.5 | / | 0 | 0 | -3 | 6
COc1ccccc1C(=O)NNC(=O)c1cccc(Cl)c1 | 9 | 5 | -8 | 1.6 | -2 | / | 4 | 2 | -13
O=C(/C=C/c1ccco1)Nc1cccc(C(=O)Nc2ccccc2C(=O)O)c1 | -7 | -6 | -20 | -0.9 | / | 14 | 35 | -2 | 16
Cc1ccsc1/C=N/NC(=O)c1cccs1 | 9 | 2 | -7 | 1.5 | 1 | 0 | -2 | 0 | -9
Cc1cccc(OCCSc2nc3ncnc(N)c3[nH]2)c1 | 7 | 4 | 4 | 1.3 | 2 | / | 8 | -5 | 7
CC(C)(C)c1ccc(C(=O)N2CCC(C(=O)NCCC3=CCCCC3)CC2)cc1 | -10 | 5 | -9 | -0.9 | 7 | / | 14 | 5 | 3
COc1ccc2[nH]c3nc(SCC(=O)NNC(=O)c4ccc(OC)c(OC)c4)nnc3c2c1 | 10 | 2 | 1 | 0.1 | -4 | / | 4 | -4 | 11
CC1Cc2nc(SCC(=O)Nc3nccs3)n(Cc3ccccc3)c(=O)c2S1 (configuration not stated) | -8 | 3 | -3 | -2.4 | 0 | -2 | -13 | -1 | -1
Cc1ccc(NC(=S)NCCO)c(C)c1 | -2 | -1 | 3 | 0.2 | -3 | 0 | 2 | -2 | 6
O=C1/C(=C\c2ccccn2)SC(=S)N1c1ccc(S(=O)(=O)Nc2nccs2)cc1 | 3 | 5 | 0 | 1.9 | / | 18 | 7 | -4 | 15
COc1ccccc1OCC(=O)N1CC2(C)CC1CC(C)(C)C2 (configuration not stated) | -10 | 5 | 0 | 1.9 | -2 | 0 | -30 | 0 | 11
O=C(N/N=C1\CCCc2ccccc21)c1ccccc1Cl | -4 | 1 | -12 | 2.0 | -1 | 0 | -4 | 2 | -1
CCn1nc(C)c(NC(=O)/C=C/c2ccc(OC)c(COc3ccc(Br)cc3)c2)c1C | -4 | 2 | -2 | 1.3 | 5 | -4 | -26 | 1 | -9
CC(Sc1ccc2c(c1)OCCO2)C(=O)Nc1ccc(N2CCOCC2)cc1 (configuration not stated) | -5 | 2 | 2 | -1.4 | -2 | 3 | 6 | -4 | -4
CC(=O)N1CCN(C(=S)Nc2ccc(SC(F)F)cc2)CC1 | 9 | 2 | 3 | -1.5 | -4 | 1 | 5 | -3 | 5
SMILES | S1P4 antagonist | BaF3 parental | RBBP9 inh | S1P4 agonist | NPY Y1 blocker | Runt-CBFb FRET | NPY-Y1 PAM-ag | Ba/F3 V617F tox | NPY2 pot ag
COc1cccc(N2CCN(C(=O)CCn3c(=S)[nH]c4cc5c(cc4c3=O)OCO5)CC2)c1 | 8 | 2 | -4 | -0.7 | -2 | 0 | 11 | -5 | -8
O=C(CN1C(=O)CSc2ccccc21)Nc1ccccc1C(=O)N1CCOCC1 | -15 | 4 | -9 | 1.8 | 5 | -2 | -3 | 0 | 0
COc1ccc(-c2cc(CS(=O)(=O)c3ccccc3)on2)cc1 | 4 | 14 | 0 | -0.5 | -5 | -1 | -1 | 2 | 5
c1ccc2c(c1)oc1c(N3CCN(Cc4ccc5c(c4)OCO5)CC3)ncnc12 | -4 | 3 | -11 | 0.2 | 11 | -3 | -24 | -1 | -18
N#Cc1ccc(C(=O)Nc2ccc(N3CCN(C(=O)c4ccco4)CC3)cc2)c(F)c1 | 6 | 3 | -8 | 0.8 | -3 | 1 | -13 | 1 | 7
C=CCSc1ncc(C(=O)OCC)c(N)n1 | 5 | 5 | 1 | 0.8 | -1 | 0 | -6 | 1 | 7
COc1ccc2occ(C(=O)c3coc4ccc(O)c(CN(C)C)c34)c2c1 | 8 | 7 | -1 | -0.7 | 11 | 3 | -43 | 3 | -47
CCCSc1nnc2[nH]c(=O)cc(N)n12 | -3 | 7 | -5 | -0.1 | 4 | -1 | 1 | 2 | 3
Cc1ccc(C(=O)Oc2ccc3c(c2)ncn3C)cc1 | -8 | -1 | -5 | -0.4 | -6 | 2 | -13 | -1 | 10
CC(NC(=O)CCC(=O)NC(C)C1COc2ccccc2O1)C1COc2ccccc2O1 (configuration not stated) | -13 | 6 | -9 | 2.0 | 2 | -4 | -16 | -1 | -8
Cc1ccc2nsnc2c1S(=O)(=O)N1CCN(CCc2ccccc2)CC1 | -22 | 4 | -1 | 2.1 | -6 | -2 | 7 | -2 | 15
CCCN1CC=C2C(C#N)=C(N)C(C#N)(C#N)C(c3cc(OC)ccc3OC)C2C1 (configuration not stated) | 1 | -1 | -10 | 2.2 | 10 | 25 | -18 | -1 | 0
CS(=O)(=O)N1CCN(C(=O)Cc2cccs2)CC1 | 1 | 0 | 5 | -0.3 | -2 | -1 | 10 | -1 | 12
COc1ccc(Oc2ccccc2/C=N/O)cc1 | -26 | 0 | -4 | 1.4 | 2 | -2 | -10 | 2 | -11
CCN(CC)C(=S)SCC(=O)NC12CC3CC(CC(C3)C1)C2 | -11 | 2 | -4 | 1.1 | -2 | -2 | 10 | -2 | -2
C=CCNC(=S)Nc1cccc(N)c1 | -13 | 5 | -3 | 0.1 | -4 | 4 | 3 | -1 | -3
O=C(Nc1ccccc1)c1ccc(NCC2CCCO2)c([N+](=O)[O-])c1 (configuration not stated) | -8 | 1 | -6 | 0.2 | 3 | 0 | -17 | -3 | 17
O=C(O)c1ccc2c(c1)C(=O)N(C(Cc1ccccc1)C(=O)O)C2=O (configuration not stated) | -12 | 6 | -4 | -0.1 | -2 | -1 | 2 | 8 | -27
COc1cc(/C=C/CO)cc(OC)c1O[C@@H]1O[C@H](CO)[C@@H](O)[C@H](O)[C@H]1O | 11 | 1 | -9 | 0.0 | -1 | 0 | 2 | 0 | 5
CC(=O)c1c(C)[nH]c(C(=O)OCc2ccc(F)cc2Cl)c1C | -7 | 5 | -8 | 0.3 | 0 | -1 | -12 | -4 | 12
CCc1ccc(NC(=O)CSCc2ccc(C(=O)O)cc2)cc1 | -18 | 2 | 0 | 0.9 | 0 | 2 | 1 | -4 | -9
CC(C)C(NS(=O)(=O)c1cccc2nsnc12)C(=O)NCc1ccco1 (configuration not stated) | -9 | 2 | -3 | -0.7 | / | 0 | -7 | 3 | -22
Cc1cc(C)cc(OCC(=O)O/N=C(\N)c2cccnc2)c1 | -6 | 4 | -1 | 1.1 | / | -4 | -1 | 35* | -12
COc1ccc(CC(=O)Nc2cc(Cl)ccc2O)cc1 | -17 | 42* | 0 | 1.6 | 3 | 1 | 5 | 70* | 2
Cc1ccc(/C=N/NC(=O)CNC(=O)c2ccc(S(=O)(=O)N3CCCC3)cc2)o1 | 6 | 2 | 3 | 0.6 | -2 | 0 | 28 | -4 | 84*
SMILES | S1P4 antagonist | BaF3 parental | RBBP9 inh | S1P4 agonist | NPY Y1 blocker | Runt-CBFb FRET | NPY-Y1 PAM-ag | Ba/F3 V617F tox | NPY2 pot ag
O=[N+]([O-])c1ccc(Cl)c(/C=N/n2c(-c3ccncc3)n[nH]c2=S)c1 | 6 | 2 | -9 | -0.7 | / | 10 | -27 | 5 | -6
C#CCOCCOCCOCCNc1nc(N2CCN(C(=O)[C@H]([C@@H](C)CC)n3cc(CCCCN)nn3)CC2)nc(N2CCN(C(=O)[C@H](C)n3cc(CCC(=O)O)nn3)CC2)n1 | -1 | 9 | -4 | 1.3 | 3 | -3 | -4 | 3 | 7
O=C(O)c1ccc(/C=C2\SC(=S)N(Nc3ccccc3)C2=O)cc1 | -12 | -5 | -2 | -1.2 | / | 23 | 2 | 0 | 12
CCN1CCN(Cc2ccc(NC(=O)Nc3ccccc3)cc2)CC1 | 1 | 2 | 0 | 3.7 | -3 | 3 | -20 | -1 | -2
CCOc1ccc(NC2c3ccccc3C(=O)N2Cc2ccco2)cc1 (configuration not stated) | 4 | 4 | 5 | 5.9 | -4 | 2 | 10 | 0 | 18
CCN(CC)S(=O)(=O)c1ccc(-c2nnc(SCC(=O)N3CCOCC3)o2)cc1 | 9 | 2 | 5 | -1.7 | 4 | 0 | 11 | -4 | 12
O=C(N/N=C/c1cccnc1)C1CCCCC1 | 7 | -1 | -2 | -0.6 | -2 | 0 | 16 | -3 | 4
CC(=O)c1c(C)n(-c2ccc(N(C)C)cc2)c2ccc(OCC(N)=O)cc12 | 11 | -1 | 3 | -2.2 | -8 | -4 | 20 | -3 | -13
COc1ccc(C2NC(=S)NC(C)=C2C(=O)Nc2ccccn2)cc1OC (configuration not stated) | 3 | 9 | -6 | -0.7 | 4 | -3 | 18 | 1 | 8

Fetched one by one from above (four):
SMILES | S1P4 antagonist | BaF3 parental | RBBP9 inh | S1P4 agonist | NPY Y1 blocker | Runt-CBFb FRET | NPY-Y1 PAM-ag | Ba/F3 V617F tox | NPY2 pot ag
CC(c1ccccc1)n1cc(C(=O)NCC2COc3ccccc3O2)nn1 (configuration not stated) | -14 | 4 | 1 | 2.7 | -2 | -2 | -6 | 2 | -12
COc1cc(/C=C/CO)cc(OC)c1O[C@@H]1O[C@H](CO)[C@@H](O)[C@H](O)[C@H]1O | 11 | 1 | -9 | 0.0 | -1 | 0 | 2 | 0 | 5
CCCCOc1ccc(C2(C(=O)O)CCCC2)cc1 | -7 | 0 | -1 | 1.0 | 11 | 0 | -27 | -2 | -23
O=C(O)c1ccc(/C=C2\SC(=S)N(Nc3ccccc3)C2=O)cc1 | -12 | -5 | -2 | -1.2 | / | 23 | 2 | 0 | 12
